PP5 primary: PP5 (human) phosphatase inhibition. P53041. purified PP5c, OMFP substrate fluorescence. inhibition, % at 6.7 µM. hit rate 0.18% among 320,000. AID 1987;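 active means inhibition above the campaign's mean inhibition across all tested compounds plus 3 SD, cut at about 9.5% in these data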;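 further: 0% = DMSO only and 100% = 100 µM cantharidin control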
TPT1 inh: inhibitors of Candida albicans tRNA 2'-phosphotransferase TPT1; AID 1962; recombinant caTPT1, FP RNA substrate dephosphorylation; hit rate 0.81% among 300,000; inhibition, % at 5 µM;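 active means inhibition above the mean of all tested compounds plus 3 SD, set per screening campaign, cut at about 24% in these data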;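 further: plate controls were DMSO alone for no effect and ferristatin control at 100 nM for full effect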
LYPLA2 counter: blocks human lysophospholipase 2, a PME1 counter-screen | O95372 | recombinant LYPLA2, FP-Rh probe fluorescence polarization | inhibition, % at 5.9 µM | hit rate 0.38% among 320,000 | AID 2177;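 active means inhibition above the screen-wide mean plus 3 SD, limit set per campaign, cut at about 26% in these data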;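 further: 0% = LYPLA2 with DMSO and 100% = wells lacking LYPLA2 enzyme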
Target sequence (O95372 whole entry, looked up): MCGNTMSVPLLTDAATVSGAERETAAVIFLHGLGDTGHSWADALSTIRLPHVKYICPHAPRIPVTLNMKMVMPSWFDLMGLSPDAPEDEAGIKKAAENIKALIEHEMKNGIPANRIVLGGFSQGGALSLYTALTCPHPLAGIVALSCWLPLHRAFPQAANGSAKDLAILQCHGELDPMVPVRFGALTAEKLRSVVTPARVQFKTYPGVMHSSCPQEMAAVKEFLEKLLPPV
Efflux pump mplx: inhibitors of Candida antifungal efflux pumps expressed in yeast; S. cerevisiae Candida pump triplex, Nile Red efflux; inhibition, % at 10 µM; hit rate 0.44% among 330,000; AID 485275;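 active means plate passing quality check with inhibition over a set limit, or well fluorescence over plate mean plus 4 SD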;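 further: Nile Red retained in pooled yeast measured as flow cytometry median fluorescence; 0% = buffer negative control and 100% = Enniatin B positive control; higher means more Nile Red kept so more efflux inhibition; some compounds called inactive have numbers as strong as hits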
CTSL1 counter: cathepsin L1 inhibition, PFM18AAP counter-screen | inhibition, % at 5.96 µM | hit rate 0.49% among 300,000 | recombinant F. hepatica cathepsin L1, Z-Leu-Arg-MCA fluorescence;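 active means inhibition above the mean of all tested compounds plus 3 SD, set per screening campaign, cut at about 17% in these data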;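 further: 0% = plate median of test compound wells and 100% = 1 µM Z-Phe-Ala-diazomethylketone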
core dimer inh: blocks dimerization of HCV core protein. TR-FRET GST/Flag-core106 dimerization, 1536-well. inhibition, % at 5 µM. hit rate 0.33% among 300,000. AID 1899;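 active means inhibition above the mean of all tested compounds plus 3 SD, set per screening campaign, cut at about 45% in these data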
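System – GST-tagged and Flag-tagged HCV core protein residues 1-106 · Repeats – one well for each compound · Technique – TR-FRET 671 and 617 nm emission · Doses – one concentration, 5 µM, in 0.5% DMSO · Times – 4 h, 22.5 °C incubation · Also added – Eu donor and XL665 acceptor anti-tag antibodies · Measure – percent inhibition of core106 dimerization signal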
PREPL inh: inhibits the human prolyl oligopeptidase-like enzyme | recombinant PREPL, fluorescence polarization activity-based probe | inhibition, % at 5.96 µM | hit rate 0.68% among 320,000 | AID 2751; in the data active means inhibition above about 43%;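 further: 0% = enzyme with DMSO and 100% = wells lacking enzyme; many of its hits are not listed in these tables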
PP1 counter: PP1-alpha (human) inhibition in PP5 counter-screen | inhibition, % at 6.7 µM | hit rate 0.9% among 320,000 | purified PP1alpha, OMFP fluorescence | AID 2235;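 active means inhibition above the mean inhibition of all tested compounds plus 3 SD, computed separately for each screening campaign, cut at about 15% in these data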
Target sequence (P62136 whole entry, looked up): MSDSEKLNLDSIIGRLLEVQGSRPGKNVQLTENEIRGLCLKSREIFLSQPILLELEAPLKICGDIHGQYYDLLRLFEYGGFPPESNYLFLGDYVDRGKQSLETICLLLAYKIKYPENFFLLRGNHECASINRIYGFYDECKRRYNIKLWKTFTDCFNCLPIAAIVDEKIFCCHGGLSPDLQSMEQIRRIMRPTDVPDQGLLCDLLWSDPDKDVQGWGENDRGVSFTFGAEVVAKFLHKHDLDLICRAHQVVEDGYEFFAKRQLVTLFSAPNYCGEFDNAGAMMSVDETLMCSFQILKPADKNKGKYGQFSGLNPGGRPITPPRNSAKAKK
JMJD2C inh: inhibitors of human GASC-1 (JMJD2C) demethylase; Q9H3R0; GST-JMJD2C(1-420) H3K9me3 demethylation, DELFIA europium; inhibition, % at 2.35 µM; hit rate 0.069% among 330,000;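 active means more than half of a compound's replicate wells show inhibition beyond 50%, single wells judged on their own value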;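 further: signal counts dimethyl H3K9 product captured on neutravidin plate; 0% = median of DMSO wells and 100% = 0.3 times that DMSO median; strong numbers were not always called active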
Target sequence (Q9H3R0 1-420 limits assumed): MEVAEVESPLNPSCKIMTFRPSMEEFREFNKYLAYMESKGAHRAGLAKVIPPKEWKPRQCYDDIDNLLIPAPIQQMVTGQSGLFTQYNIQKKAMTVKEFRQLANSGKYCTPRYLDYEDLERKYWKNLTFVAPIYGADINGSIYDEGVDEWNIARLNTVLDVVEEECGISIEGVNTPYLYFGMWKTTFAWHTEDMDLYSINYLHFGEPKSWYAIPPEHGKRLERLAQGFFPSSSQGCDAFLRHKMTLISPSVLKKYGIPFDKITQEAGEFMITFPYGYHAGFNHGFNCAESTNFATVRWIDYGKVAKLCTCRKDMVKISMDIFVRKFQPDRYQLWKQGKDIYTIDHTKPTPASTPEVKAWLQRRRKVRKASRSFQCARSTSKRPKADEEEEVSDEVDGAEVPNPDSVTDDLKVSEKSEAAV
An asterisk follows results filed as active; . = not tested or not shown.

Each structure is followed by: Efflux pump mplx, TPT1 inh, PREPL inh, LYPLA2 counter, core dimer inh, PP5 primary, CTSL1 counter, PP1 counter, JMJD2C inh
CS(=O)(=O)N1CCC(C(=O)Nc2cc(C(F)(F)F)ccc2Cl)CC1
→ 0.0, -1.4, 7.2, -6.0, 4.3, 1.5, -3.9, -3.9, 30.2
Cc1cc(NC(=O)c2cccs2)no1
→ 0.2, 0.8, -8.2, -4.5, -2.3, -0.9, -1.1, -3.5, 12.9
COC(=O)C1=C(C(=O)OC)[C@@H]2N(C)c3ccc(OC)cc3[C@@]23C[C@@H](C(=O)OC)N(C(=O)c2cc(C)oc2C)C3=N1
→ -0.1, 2.1, 1.0, 8.8, 13.6, 2.0, 1.7, -0.8, 8.4
CC1(C)CC2CC(C)(CN2S(=O)(=O)c2cccc(C(=O)O)c2)C1 (stereo not given)
→ -0.3, ., -4.0, -2.9, ., 0.8, ., -0.1, 1.5
c1ccc(Cn2nnc3ccccc32)cc1
→ 0.0, 1.2, -5.6, -4.8, 12.0, 4.0, -1.5, -0.9, 4.0
CCCCNC(=O)c1cccc(S(=O)(=O)N2CC3(C)CC2CC(C)(C)C3)c1 (stereo not given)
→ -0.1, ., -10.9, -1.0, ., 4.5, ., 2.2, 0.8
Cc1cc(C)cc(NC(=O)C2C3C=CC4(O3)C2C(=O)N(CCCN2CCCCC2)C4C(=O)NC2CCCCC2)c1 (stereo not given)
→ -0.2, 2.8, 2.9, 1.0, 4.4, -1.5, 4.5, -1.0, 5.9
O=C(O)CCN1CCOCC1
→ -0.1, -2.3, 0.6, 1.1, -3.4, 0.6, 3.1, 0.8, 0.9
O=C(c1cccc(S(=O)(=O)N2CCN(c3ccccc3)CC2)c1)N1CC=C(c2ccccc2)CC1
→ 0.0, -1.5, -1.9, -0.5, 12.9, 0.9, -0.5, -4.9, 9.7
CCOC(=O)C1C(c2ccc(C(=O)O)cc2)NC(=O)NC1(O)C(F)(F)F (stereo not given)
→ -0.1, 0.9, -8.3, 1.3, -1.6, 1.8, -3.2, 0.3, 182.7
CCC1(c2ccccc2)NC(=O)N(CC(=O)Nc2ccccc2C(=O)N2CCCCC2)C1=O (stereo not given)
→ -0.1, 3.4, 9.6, -0.7, -9.7, -1.0, 3.0, -6.9, 2.3
COc1ccc2c(CC(=O)NCc3cccs3)coc2c1
→ 0.0, 1.7, 11.3, -10.0, 12.2, 0.8, 3.0, -1.8, 19.8
Cn1cc(/C=C2\SC(=O)N(c3ccc(O)cc3)C2=O)c2ccccc21
→ 0.0, 2.8, -3.2, -11.4, 2.8, 4.3, -0.8, -0.8, 2.8
CCOc1cccc2cc(C(=O)N3CCc4ccccc4C3)c(=O)oc12
→ -0.1, 2.3, 5.0, -0.9, 7.2, -0.6, 0.6, 1.0, -5.8
CCCCCCC(=O)Oc1ccc(N2C(=O)CCC2=O)cc1
→ 0.0, 1.0, 5.6, 3.7, -3.0, -0.1, -39.6, -1.3, 14.1
Oc1ccccc1N1CCN(C(=S)NCc2ccccc2)CC1
→ -0.1, 2.5, -22.2, -0.1, 2.2, 2.1, -5.9, 8.3, 31.0
COCCN(C(=O)c1csnn1)C(C(=O)NC1CCCC1)c1ccccc1F (stereo not given)
→ 0.1, -1.7, 1.7, -2.4, 1.7, -0.6, 1.0, -0.2, 0.5
Cc1cc(SCc2ccc(Cl)cc2)nc(=O)[nH]1
→ -0.3, -1.9, 6.6, 5.0, -1.5, 1.6, -3.7, -1.5, -15.8
Cc1ccc(S(=O)(=O)N2CCOC2CNC(=O)C(=O)NCCc2c[nH]c3ccccc23)cc1 (stereo not given)
→ 0.0, -3.5, 18.4, 1.6, 6.7, 0.4, -0.6, 1.9, -4.5
CCN(CC)CCNC(=O)Cn1nc(-c2ccccc2)c2ccccc2c1=O
→ 0.1, 2.1, 8.5, -4.0, 0.0, -4.5, 0.5, 1.8, -2.2
COC(=O)CNC(=O)CSc1nc2sc(-c3ccccc3)cc2c(=O)n1-c1ccccc1
→ 0.4, 1.3, 1.1, -4.9, 17.9, -2.5, 1.1, 6.5, 9.0
COc1ccc(NC(=O)C2=Cc3ccccc3OC2)cc1
→ 0.0, -3.5, 14.0, -1.4, 0.2, 1.5, 0.9, -0.9, 1.5
CCOc1ccc(NC(=O)CN(C)C(=O)CCNC(=O)c2ccccc2Cl)cc1OCC
→ 0.1, 4.5, 4.4, 2.9, -1.9, 1.5, -1.5, -6.4, 125.0
Fc1cccc(Nc2cc(-n3cccn3)ncn2)c1
→ 0.0, 3.2, -2.9, -1.7, -1.0, 4.1, -3.2, 2.3, 5.7
COC(=O)c1cc(=O)n(Cc2cccs2)c(=Nc2ccc(F)cc2)s1
→ 0.2, 0.7, 5.0, -17.1, 7.0, 5.3, -4.8, 10.2, -2.3
Cc1cc(OCC(=O)NC(C)C)cc(C)c1Br
→ 0.3, -2.6, 12.2, -3.6, -7.5, 0.2, 3.8, -7.3, 3.1
Cc1cccc(NC(=O)Cn2nnc(-c3cccs3)n2)c1C
→ 0.3, -2.7, 6.5, -0.8, 1.0, -0.3, -0.4, -1.2, 4.2
COc1ccc(C(C)NC(=S)NCc2ccc(F)cc2)cc1OC (stereo not given)
→ 0.1, -5.5, -0.7, 5.4, -2.6, 3.9, 1.0, 0.1, -1.7
O=C(CCCN=C1NS(=O)(=O)c2ccccc21)OCC(=O)N1CCc2ccccc21
→ 0.0, 0.5, 16.1, 4.6, 21.3, -1.2, -2.9, -0.4, -6.4
CC(C)(C)c1ccc(C(=O)NCC(=O)NCc2ccccn2)cc1
→ -0.3, ., 11.3, 4.5, ., 3.8, ., 3.0, .
O=C(c1ccc(Cl)c(F)c1F)N1CCOCC1
→ 0.0, 1.8, 0.8, -2.3, 1.2, 0.8, 1.4, -3.2, -2.6
O=C(c1cc(-c2ccco2)on1)N1CCc2ccccc2C1
→ -0.1, 9.9, -23.7, 1.3, 30.7, 1.3, 2.5, 6.9, 2.3
CCCCN1CC(=O)N2[C@H]3c4ccccc4OC[C@@H]3[C@H](c3ccccc3)[C@]2(C)C1=O
→ 0.1, ., -2.7, 3.4, ., 0.4, ., -2.3, 1.7
N=c1c2c(n(Cc3ccc(Cl)cc3)c3c1CCC3)CCC2
→ 0.1, 1.3, 35.2, -4.4, -4.3, -0.7, 2.6, -2.2, 8.6
Cc1c(NC(=O)CSc2nnc3c4ccccc4n(CCc4ccccc4)c3n2)c(=O)n(-c2ccccc2)n1C
→ 0.0, 2.5, 3.4, -11.2, 23.2, 2.5, -1.8, 0.8, -1.8
CC(=O)NCC(c1cccs1)S(=O)(=O)c1ccc(F)cc1 (stereo not given)
→ 0.0, 0.4, 5.5, 5.2, -13.7, -7.2, 11.5, -3.6, -2.5
Cc1ccc(S(=O)(=O)NC(=O)NCCCN2CCOCC2)cc1
→ 0.0, -0.4, -8.6, -1.5, 3.3, 2.0, -4.2, -2.4, 5.9
CCn1c(=O)cc(OCC(=O)Nc2ccccc2N2CCN(C)CC2)c2ccccc21
→ 0.1, -1.7, 18.9, 4.6, -3.4, 0.9, 0.3, -3.0, -1.3
CC1(C)CC(=O)C(C(C2=C(O)CC(C)(C)CC2=O)c2ccc([N+](=O)[O-])cc2)C(=O)C1 (stereo not given)
→ 0.0, -4.7, -2.9, -4.7, 2.5, 0.6, 0.5, -4.0, -4.3
O=C(COc1ccc(Br)cc1)N/N=C1/SCC(=O)N1Cc1ccco1
→ -0.1, -0.3, 11.4, 4.2, -1.7, 3.7, 4.5, 3.0, -2.6
CC(C)=NOCC(=O)Nn1c(COc2c(C)cccc2C)nc2ccccc2c1=O
→ 0.7, -1.5, -11.0, -4.9, -9.2, 1.8, 0.0, 1.1, -17.3
CC(C)N1C(=O)CCC1C(=O)N1CCN(c2ccccn2)CC1 (stereo not given)
→ 0.2, 2.0, 5.6, -1.8, -0.5, 3.9, -4.2, 1.1, -11.9
COc1cc(C(=O)Nc2ccc(C)cc2)c2ccccc2n1
→ -0.1, -0.1, 8.3, 0.0, 5.7, 2.1, -2.4, -1.6, -21.0
CC(C)c1nnc(NC(=O)CCc2ccccc2)s1
→ 0.0, -6.5, 13.2, 5.4, -8.7, -1.0, 5.2, 0.6, -10.1
CC1CCN(C(=O)c2ccc(NS(=O)(=O)c3ccccc3)cc2)CC1
→ 0.1, 0.3, -2.4, -11.1, -2.1, 1.3, -5.5, -2.4, 1.1
CN1CC(=O)N(CC(=O)Nc2ccc(Br)cc2F)C1=O
→ 0.0, 3.0, -5.9, 4.1, -2.6, 5.7, -1.2, -4.3, 9.7
Cc1ccc(S(=O)(=O)N2CCCC2C(=O)Nc2cc(C)on2)cc1 (stereo not given)
→ -0.1, -4.4, 13.4, -1.5, -10.1, 1.2, -0.4, 0.7, -4.6
CCn1nc(NS(=O)(=O)c2ccc([N+](=O)[O-])cc2)c2cc3cccc(C)c3nc21
→ 0.1, -1.9, 7.0, 11.7, 5.6, 3.5, 1.7, 7.9, 16.3
COc1ccc(NC(=O)c2sc3nc(N4CCCC4)c4c(c3c2N)CC(C)(C)OC4)c(OC)c1
→ 0.0, -0.1, 18.1, 5.6, 14.5, -0.6, -2.0, -2.3, 10.6
COc1ccccc1CN(Cc1nc2ccccc2c(=O)[nH]1)S(=O)(=O)c1ccc2ccccc2c1
→ -0.2, -0.6, -10.6, -21.1, 14.5, 3.9, 1.4, 7.0, 4.0
O=C(COC(=O)C12CC3CC(CC(Cl)(C3)C1)C2)Nc1ccc2[nH]c(=O)[nH]c2c1
→ 0.1, ., -2.1, 7.5, ., 3.5, ., 8.6, 3.8
Cc1cc(=O)oc2c(CN3CCC(C)CC3)c(O)c(Cl)cc12
→ 0.2, -37.5, 28.1, 11.0, 6.5, 3.4, 5.8, -2.3, .
Cc1c(C)n2c(SCC(=O)N3CCCC3)nnc2[nH]c1=O
→ 0.0, 0.6, 0.1, -2.9, 2.1, -0.7, 0.0, 2.6, -2.5
Cc1nc2c(C(=O)NCCC3=CCCCC3)c[nH]n2c(=O)c1Cl
→ 0.0, 1.8, 6.3, -3.9, 13.0, 3.6, 2.2, 7.2, 10.8
CCOc1cccc(Oc2ccc(C(F)(F)F)cn2)c1
→ 0.1, 4.5, 2.4, -12.5, -0.7, 2.1, 2.0, -3.9, 8.1

Compound activity from PubChem.

Some of the compounds tested (hit frequency here may not be typical).
